Screens deposited in PubChem by several laboratories.
FAS TE block: blocks the thioesterase domain of human fatty acid synthase; P49327; AID 602261; inhibition, % at 15 µM; 360,000 compounds, 0.67% hits; recombinant FAS-TE, OMFH fluorogenic substrate, fluorescence endpoint;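 active = compounds whose normalised, plate-corrected inhibition of enzyme fluorescence in the single-dose primary screen is 50% or more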;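 note: 0% = DMSO with enzyme and 100% = substrate without enzyme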
MsrA inh: bovine MsrA inhibition; 360,000 compounds, 0.75% hits; purified bovine MsrA, absorbance read-out; AID 651718; inhibition, % at 15.5 µM; in the data active = inhibition above about 4.5%;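 note: 0% = vehicle wells with enzyme and 100% = reference inhibitor wells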
NRP1-CendR mod: NRP-1/CendR interaction modulation. O14786. 360,000 compounds, 0.85% hits. FAM-RPARPAR peptide binding to NRP-1, fluorescence polarization. inhibition, % at 25 µM;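 active = inhibition or corrected inhibition above about 18%, plus a signal ratio from 0.5 to 1.5, limit read from the data, passing the limit was not always enough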; note: strong numbers were not always called active
Neddyl block: cullin neddylation inhibition; P61081+Q13564; TR-FRET cullin neddylation, biochemical; calls only at 25 µM; 360,000 compounds, 0.58% hits; in the data active = inhibition above about 36%
MsrA act: activates bovine MsrA enzyme. 360,000 compounds, 0.3% hits. purified bovine MsrA, absorbance read-out. activation, % at 10.6 µM; in the data active = activation above about 7.5%;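 note: 0% = vehicle and 100% = reference activator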
eLon inh: inhibits E. coli Lon protease; P0A9M0; purified E. coli Lon protease, fluorescence polarization; inhibition, % at 7.94 µM; 360,000 compounds, 0.42% hits; AID 602123; in the data active = inhibition above about 13%, passing the limit was not always enough;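 note: 0% = enzyme with probe and DMSO and 100% = no enzyme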
SKN-1 block: C. elegans SKN-1 inhibition; C. elegans VP596 Pgst-4::GFP/RFP ratio, acrylamide-induced, 24 h; inhibition, % at 21.8 µM; 360,000 compounds, 0.49% hits; AID 624304;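 active = interference check ratio from 0.5 to 1.5 plus GFP to RFP signal ratio inhibition reaching or exceeding a fixed threshold, cut at about 30% in these data, passing the limit was not always enough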; note: some compounds called inactive have numbers as strong as hits
Rin1-Abl PPI inh: human Rin1-Abl interaction inhibition. 360,000 compounds, 0.4% hits. P00519+Q13671. TR-FRET Rin1/Abl binding, biochemical. inhibition, % at 7.35 µM; in the data active = inhibition above about 5%, passing the limit was not always enough
Target sequence (P00519 whole entry, looked up): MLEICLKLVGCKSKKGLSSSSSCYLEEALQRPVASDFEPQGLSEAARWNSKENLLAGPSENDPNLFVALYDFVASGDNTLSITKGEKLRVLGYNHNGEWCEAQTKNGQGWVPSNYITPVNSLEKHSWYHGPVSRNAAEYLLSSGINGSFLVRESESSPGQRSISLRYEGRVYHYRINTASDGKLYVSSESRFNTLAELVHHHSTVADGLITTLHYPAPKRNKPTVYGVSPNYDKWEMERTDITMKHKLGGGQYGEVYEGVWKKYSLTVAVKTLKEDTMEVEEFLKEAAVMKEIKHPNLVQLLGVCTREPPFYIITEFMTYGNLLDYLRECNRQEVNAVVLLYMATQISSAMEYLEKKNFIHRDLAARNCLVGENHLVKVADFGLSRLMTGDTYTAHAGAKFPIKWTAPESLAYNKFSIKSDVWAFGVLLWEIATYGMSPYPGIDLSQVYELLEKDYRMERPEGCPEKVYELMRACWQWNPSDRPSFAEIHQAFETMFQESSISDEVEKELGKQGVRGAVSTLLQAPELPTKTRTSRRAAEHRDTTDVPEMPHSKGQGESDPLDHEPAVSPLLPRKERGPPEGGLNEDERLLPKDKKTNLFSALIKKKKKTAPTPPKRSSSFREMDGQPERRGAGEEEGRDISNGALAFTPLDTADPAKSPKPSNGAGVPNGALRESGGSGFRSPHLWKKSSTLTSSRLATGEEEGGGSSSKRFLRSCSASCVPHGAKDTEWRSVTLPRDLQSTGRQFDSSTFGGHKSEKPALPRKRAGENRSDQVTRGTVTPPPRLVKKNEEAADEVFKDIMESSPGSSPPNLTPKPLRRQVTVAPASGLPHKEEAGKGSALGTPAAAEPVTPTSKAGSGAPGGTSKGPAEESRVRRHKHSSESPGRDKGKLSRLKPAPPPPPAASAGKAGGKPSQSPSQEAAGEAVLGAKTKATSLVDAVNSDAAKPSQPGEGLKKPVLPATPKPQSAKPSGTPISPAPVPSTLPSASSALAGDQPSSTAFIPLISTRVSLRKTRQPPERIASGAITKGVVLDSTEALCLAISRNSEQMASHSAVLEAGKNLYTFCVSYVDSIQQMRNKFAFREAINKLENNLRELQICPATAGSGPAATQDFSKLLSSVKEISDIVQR
Target sequence (Q13671 whole entry, looked up): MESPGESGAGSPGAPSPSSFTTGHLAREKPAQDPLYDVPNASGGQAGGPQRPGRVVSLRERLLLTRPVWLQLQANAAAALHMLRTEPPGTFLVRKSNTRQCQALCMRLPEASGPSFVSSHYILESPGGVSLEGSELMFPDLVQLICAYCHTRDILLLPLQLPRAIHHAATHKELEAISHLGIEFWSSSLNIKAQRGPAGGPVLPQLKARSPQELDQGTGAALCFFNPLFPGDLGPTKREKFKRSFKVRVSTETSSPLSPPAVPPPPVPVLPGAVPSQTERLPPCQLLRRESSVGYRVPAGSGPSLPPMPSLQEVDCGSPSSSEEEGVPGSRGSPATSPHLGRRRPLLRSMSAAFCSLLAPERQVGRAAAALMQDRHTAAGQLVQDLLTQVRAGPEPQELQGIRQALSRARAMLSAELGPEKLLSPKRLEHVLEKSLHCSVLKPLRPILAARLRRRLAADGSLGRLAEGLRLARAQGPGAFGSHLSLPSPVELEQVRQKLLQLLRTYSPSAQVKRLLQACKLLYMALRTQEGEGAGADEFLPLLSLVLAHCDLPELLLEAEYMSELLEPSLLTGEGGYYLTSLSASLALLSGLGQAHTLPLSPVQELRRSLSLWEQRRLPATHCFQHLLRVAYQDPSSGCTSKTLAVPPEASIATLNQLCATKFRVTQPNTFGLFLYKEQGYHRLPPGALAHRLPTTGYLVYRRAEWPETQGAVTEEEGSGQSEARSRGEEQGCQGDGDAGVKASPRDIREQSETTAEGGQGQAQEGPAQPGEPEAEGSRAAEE
MT1-MMP act inh: blocks activation of human MT1-MMP; 360,000 compounds, 0.061% hits; GFP/RFP ratio change, % at 20 µM; P50281; HT1080 RFP-PRO-GFP cells, GFP/RFP ratio fluorescence, overnight; percent of plate control window, DMSO zero;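 active = GFP/RFP ratio change of at least 30% with cell ATP level not reduced by more than half and red fluorescence within 50% of control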; note: strong numbers were not always called active
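Compound: 20 µM single dose, 1% DMSO / System: HT1080 RFP-PRO-GFP cells / Controls: DMSO and RFP-L50D-GFP cell wells / Read-out basis: GFP/RFP fluorescence ratio / Schedule: overnight compound exposure at 37 °C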
The depositor's hits bear a star.

Results for O=C(Nc1ccccc1N1CCCCC1)c1ccc(-c2cccc(Cl)c2)o1 ?
FAS TE block: 12; MsrA inh: 1.5; NRP1-CendR mod: 9; Neddyl block: inactive; MsrA act: -4; eLon inh: 3; SKN-1 block: 17; Rin1-Abl PPI inh: -1; MT1-MMP act inh: -1

How did O=c1oc2ccccc2c(Nc2cc3ccccc3cc2O)c1[N+](=O)[O-] do in these assays?
FAS TE block: -3; MsrA inh: 1.9; NRP1-CendR mod: -6; Neddyl block: inactive; MsrA act: -12; eLon inh: -9; SKN-1 block: -1; Rin1-Abl PPI inh: 2; MT1-MMP act inh: -5

How did Cc1ccc([N+](=O)[O-])cc1-c1[nH]c(-c2ccc(O)c(O)c2)nc1-c1ccccc1 do in these assays?
FAS TE block: 15; MsrA inh: 0.3; NRP1-CendR mod: -2; Neddyl block: inactive; MsrA act: -11; eLon inh: -5; SKN-1 block: 8; Rin1-Abl PPI inh: -3; MT1-MMP act inh: -3

Results for CC(=O)c1cccc(OCc2cc(C(=O)NC3CCN(Cc4ccccc4)CC3)no2)c1 ?
FAS TE block: -3; MsrA inh: 1.4; NRP1-CendR mod: 28*; Neddyl block: inactive; MsrA act: 1; eLon inh: -5; SKN-1 block: 13; Rin1-Abl PPI inh: 5; MT1-MMP act inh: 0

What do the screens show for `O=C(NCCCN1CCOCC1)c1cc(-c2ccccc2)nc2ccccc12`?
FAS TE block: -9; MsrA inh: 0.3; NRP1-CendR mod: -12; Neddyl block: inactive; MsrA act: -1; eLon inh: 9; SKN-1 block: 18; Rin1-Abl PPI inh: -3; MT1-MMP act inh: 2

Results for COc1cccc(CN(C)C(=O)c2ccc(COc3ccc(Cl)cc3)cc2)c1OC ?
FAS TE block: 26; MsrA inh: -0.1; NRP1-CendR mod: 3; Neddyl block: inactive; MsrA act: 0; eLon inh: -6; SKN-1 block: -4; Rin1-Abl PPI inh: 1; MT1-MMP act inh: 0

Results for O=C(COC(=O)CC1CCCC1)Nc1ccccc1[N+](=O)[O-] ?
FAS TE block: 14; MsrA inh: 0.3; NRP1-CendR mod: 1; Neddyl block: inactive; MsrA act: -2; eLon inh: 7; SKN-1 block: 10; Rin1-Abl PPI inh: 2; MT1-MMP act inh: 3

Results for CCOc1ccccc1OCC(=O)NNC(=S)NC1CCCCC1 ?
FAS TE block: -8; MsrA inh: 1.0; NRP1-CendR mod: 7; Neddyl block: inactive; MsrA act: -4; eLon inh: 4; SKN-1 block: -12; Rin1-Abl PPI inh: -2; MT1-MMP act inh: 1

Results for NC(=O)c1cc(S(=O)(=O)NCCCc2ccccc2)cs1 ?
FAS TE block: -2; MsrA inh: -0.5; NRP1-CendR mod: -1; Neddyl block: inactive; MsrA act: 0; eLon inh: 3; SKN-1 block: -3; Rin1-Abl PPI inh: 1; MT1-MMP act inh: 4

What do the screens show for `COc1ccc(C(CNC(=O)c2ccc(Br)o2)N2CCN(C)CC2)cc1` (centres undefined)?
FAS TE block: -3; MsrA inh: -0.1; NRP1-CendR mod: -7; Neddyl block: inactive; MsrA act: -1; eLon inh: 0; SKN-1 block: 0; Rin1-Abl PPI inh: 4; MT1-MMP act inh: -1

What do the screens show for `CC(C)CCNC(=O)CN(C(=O)CCC(=O)Nc1nccs1)C1CCCCC1`?
FAS TE block: -5; MsrA inh: -1.2; NRP1-CendR mod: 2; Neddyl block: inactive; MsrA act: -2; eLon inh: -5; SKN-1 block: -6; Rin1-Abl PPI inh: 4; MT1-MMP act inh: 1

How did COc1ccc(C(=O)/C=C/C(=O)N(CC(=O)NC2CCCCC2)Cc2cccs2)c(O)c1 do in these assays?
FAS TE block: 11; MsrA inh: -0.7; NRP1-CendR mod: 14; Neddyl block: inactive; MsrA act: -7; eLon inh: -4; SKN-1 block: -7; Rin1-Abl PPI inh: 2; MT1-MMP act inh: -6

How did COc1ccc(CNC(=O)c2n[nH]c3ccccc23)cc1OC do in these assays?
FAS TE block: -7; MsrA inh: -0.7; NRP1-CendR mod: 11; Neddyl block: inactive; MsrA act: 0; eLon inh: 7; SKN-1 block: -3; Rin1-Abl PPI inh: -1; MT1-MMP act inh: 2

What do the screens show for `CCCCN(C(=O)c1ccccc1Cl)C(CC(C)C)c1nc2ccccc2[nH]1` (centres undefined)?
FAS TE block: 7; MsrA inh: -0.4; NRP1-CendR mod: 7; Neddyl block: inactive; MsrA act: 5; eLon inh: 2; SKN-1 block: 19; Rin1-Abl PPI inh: 2; MT1-MMP act inh: -11

What do the screens show for `CCNC(=O)c1ccc2c(c1)S(=O)(=O)c1ccccc1C2=O`?
FAS TE block: -5; MsrA inh: -0.6; NRP1-CendR mod: 6; Neddyl block: inactive; MsrA act: -4; eLon inh: -6; SKN-1 block: -9; Rin1-Abl PPI inh: 0; MT1-MMP act inh: 4

Results for CCCn1c(SCC(=O)Nc2ccc(NC(C)=O)cc2)nc2c1c(=O)n(C)c(=O)n2C ?
FAS TE block: -4; MsrA inh: 0.7; NRP1-CendR mod: 14; Neddyl block: inactive; MsrA act: 0; eLon inh: -3; SKN-1 block: -9; Rin1-Abl PPI inh: 3; MT1-MMP act inh: 4

How did Clc1ccc(-n2ncc3c(NCc4ccc5c(c4)OCO5)ncnc32)cc1 do in these assays?
FAS TE block: 14; MsrA inh: 1.0; NRP1-CendR mod: 0; Neddyl block: inactive; MsrA act: -4; eLon inh: -4; SKN-1 block: 0; Rin1-Abl PPI inh: -3; MT1-MMP act inh: 8

How did CCOC(=O)CSc1nc2c(c(=O)n1-c1ccc(OC)cc1)SCC2 do in these assays?
FAS TE block: -6; MsrA inh: 0.5; NRP1-CendR mod: -14; Neddyl block: inactive; MsrA act: -2; eLon inh: -8; SKN-1 block: 11; Rin1-Abl PPI inh: 1; MT1-MMP act inh: 0

How did Cn1cc([C@]2(O)C(=O)N(c3ccccc3)c3ccccc32)c2ccccc21 do in these assays?
MsrA inh: 0.1; NRP1-CendR mod: -2; Neddyl block: inactive; SKN-1 block: 0; MT1-MMP act inh: 11

What do the screens show for `O=C1CC(NS(=O)(=O)c2ccc([N+](=O)[O-])cc2)CN1c1ccc(Cl)cc1` (centres undefined)?
FAS TE block: 21; MsrA inh: -1.7; NRP1-CendR mod: 13; Neddyl block: inactive; MsrA act: 2; eLon inh: 9; SKN-1 block: 4; Rin1-Abl PPI inh: -7; MT1-MMP act inh: 0

Structural class: those above containing two or more sulfur atoms
Results for NC(=O)c1cc(S(=O)(=O)NCCCc2ccccc2)cs1 ?
FAS TE block: -2; MsrA inh: -0.5; NRP1-CendR mod: -1; Neddyl block: inactive; MsrA act: 0; eLon inh: 3; SKN-1 block: -3; Rin1-Abl PPI inh: 1; MT1-MMP act inh: 4

How did CCOC(=O)CSc1nc2c(c(=O)n1-c1ccc(OC)cc1)SCC2 do in these assays?
FAS TE block: -6; MsrA inh: 0.5; NRP1-CendR mod: -14; Neddyl block: inactive; MsrA act: -2; eLon inh: -8; SKN-1 block: 11; Rin1-Abl PPI inh: 1; MT1-MMP act inh: 0

(further entries)
What do the screens show for `COc1ccc2cc(C(=O)CS(=O)(=O)c3ccccc3)c(=O)oc2c1`?
FAS TE block: -6; MsrA inh: 1.1; NRP1-CendR mod: -5; Neddyl block: inactive; MsrA act: -8; eLon inh: -3; SKN-1 block: 5; Rin1-Abl PPI inh: 3; MT1-MMP act inh: 2

What do the screens show for `c1ccc(-n2ncc3c2ncn2nc(-c4ccco4)nc32)cc1`?
FAS TE block: -7; MsrA inh: -0.8; NRP1-CendR mod: -23; Neddyl block: inactive; MsrA act: -2; eLon inh: -10; SKN-1 block: 4; Rin1-Abl PPI inh: -21; MT1-MMP act inh: -6

Results for Cc1ccc(-n2nnnc2SCn2nnc3ccccc3c2=O)cc1 ?
FAS TE block: 2; MsrA inh: -0.2; NRP1-CendR mod: -2; Neddyl block: inactive; MsrA act: 2; eLon inh: -5; SKN-1 block: 8; Rin1-Abl PPI inh: 1; MT1-MMP act inh: 0

How did COc1ccc(CNC(=O)c2sc(=S)n(-c3ccccc3)c2N)cc1 do in these assays?
FAS TE block: 2; MsrA inh: 2.2; NRP1-CendR mod: 6; Neddyl block: inactive; MsrA act: -3; eLon inh: 0; SKN-1 block: 3; Rin1-Abl PPI inh: -5; MT1-MMP act inh: 3

Results for CC1Cc2cc(/C(O)=C3/C(=O)C(=O)N(CCCN(C)C)C3c3ccncc3)ccc2O1 (centres undefined) ?
FAS TE block: -5; MsrA inh: 0.5; NRP1-CendR mod: -5; Neddyl block: inactive; MsrA act: -2; eLon inh: -4; SKN-1 block: -10; Rin1-Abl PPI inh: 1; MT1-MMP act inh: -1

What do the screens show for `COc1ccc(-c2cc(=O)oc3c(C)c(OC(C)C(=O)Nc4ccc(CN5CCOCC5)cc4)ccc23)cc1` (centres undefined)?
FAS TE block: 33; MsrA inh: 1.1; NRP1-CendR mod: -4; Neddyl block: inactive; MsrA act: 0; eLon inh: -7; SKN-1 block: 10; Rin1-Abl PPI inh: -5; MT1-MMP act inh: -3

Results for COc1cc(NS(=O)(=O)c2ccc(NC(=O)c3ccc(Cl)cc3Cl)cc2)ncn1 ?
FAS TE block: -3; MsrA inh: -0.2; NRP1-CendR mod: -9; Neddyl block: inactive; MsrA act: -1; eLon inh: -2; SKN-1 block: 3; Rin1-Abl PPI inh: 0; MT1-MMP act inh: 7

What do the screens show for `Cc1onc(-c2ccccc2)c1NC(=O)N(Cc1ccccc1)C(C)C`?
FAS TE block: -3; MsrA inh: -1.1; NRP1-CendR mod: -5; Neddyl block: inactive; MsrA act: -3; eLon inh: -5; SKN-1 block: -2; Rin1-Abl PPI inh: 3; MT1-MMP act inh: 0

How did COCCNC(=O)C1CC2Cn3c(nc4cc5ccccc5cc43)C2N1C (centres undefined) do in these assays?
FAS TE block: -13; MsrA inh: 1.7; NRP1-CendR mod: 5; Neddyl block: inactive; MsrA act: -2; eLon inh: 5; SKN-1 block: -2; Rin1-Abl PPI inh: -3; MT1-MMP act inh: 1

What do the screens show for `CS(=O)(=O)N(CC(=O)Nc1ccccc1C(=O)N1CCCC1)c1cccc([N+](=O)[O-])c1`?
FAS TE block: -2; MsrA inh: -1.0; NRP1-CendR mod: 10; Neddyl block: inactive; MsrA act: -4; eLon inh: 4; SKN-1 block: 2; Rin1-Abl PPI inh: 3; MT1-MMP act inh: 2

Results for C/C(=N\NC(=O)CCc1ccc(S(=O)(=O)N2CCOCC2)cc1)c1ccc(Br)cc1 ?
FAS TE block: 18; MsrA inh: -1.4; NRP1-CendR mod: -10; Neddyl block: inactive; MsrA act: -1; eLon inh: -2; SKN-1 block: 4; Rin1-Abl PPI inh: 0; MT1-MMP act inh: 2

What do the screens show for `OCCC1CN(Cc2nc3c(s2)CCCC3)CCN1Cc1ccsc1` (centres undefined)?
FAS TE block: -3; MsrA inh: 0.4; NRP1-CendR mod: -4; Neddyl block: inactive; MsrA act: -2; eLon inh: -1; SKN-1 block: 4; Rin1-Abl PPI inh: -1; MT1-MMP act inh: -1

What do the screens show for `Cc1ccc(CNCC(O)c2ccccc2)s1` (centres undefined)?
FAS TE block: -2; MsrA inh: -0.4; NRP1-CendR mod: -1; Neddyl block: inactive; MsrA act: -1; eLon inh: -5; SKN-1 block: 16; Rin1-Abl PPI inh: 3; MT1-MMP act inh: -2

Gathered by group, the entries above containing bromine.
What do the screens show for `COc1ccc(C(CNC(=O)c2ccc(Br)o2)N2CCN(C)CC2)cc1` (centres undefined)?
FAS TE block: -3; MsrA inh: -0.1; NRP1-CendR mod: -7; Neddyl block: inactive; MsrA act: -1; eLon inh: 0; SKN-1 block: 0; Rin1-Abl PPI inh: 4; MT1-MMP act inh: -1

Results for C/C(=N\NC(=O)CCc1ccc(S(=O)(=O)N2CCOCC2)cc1)c1ccc(Br)cc1 ?
FAS TE block: 18; MsrA inh: -1.4; NRP1-CendR mod: -10; Neddyl block: inactive; MsrA act: -1; eLon inh: -2; SKN-1 block: 4; Rin1-Abl PPI inh: 0; MT1-MMP act inh: 2
